# cardiac RTF act = increases calcium sensitivity of human cardiac regulated thin filaments | IANBD-labeled TnC RTF fluorescence at EC20 calcium; 0% EC20 calcium, 100% full calcium | P19429+P45379 | actives 0.24% (n = 340,000) | activation, % at 7.2 µM;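 active = activation above the mean over all tested compounds plus 3 SD, cut at about 30% in these data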;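 note: rise in fluorescence read as greater calcium sensitivity of cardiac thin filaments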
# V-ATPase pHluor = alters yeast V-ATPase proton transport; S. cerevisiae, pHLuorin cytosolic pH fluorescence; response, % at 10 µM; actives 0.37% (n = 350,000); AID 504577; in the data active = response mostly above about 7.3%, no sharp cut-off; inactive = mostly below about 5.4%; note: actives read high; inactives centre near 0; some compounds called inactive have numbers as strong as hits; reference of the scale not given here
# CAL PDZ FP-1 = blocks peptide binding to the human CAL PDZ domain; Q9HD26; purified CAL PDZ, TMR-peptide fluorescence polarization, 1 h; inhibition, % at 24.9 µM; actives 0.92% (n = 300,000); AID 602252;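 active = mean inhibition of at least 30% with at least half of replicates also reaching 30%; inconclusive = no clear call, values can overlap the other calls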;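 note: 0% = DMSO neutral control and 100% = excess unlabeled competitor peptide PRC23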
# Tat export inh = inhibitors of E. coli Tat protein transport | E. coli MC4100 TorA-mCherry Tat export, fluorescence | inhibition, % at 10 µM | actives 0.036% (n = 340,000) | AID 488895;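 active = mean replicate inhibition at least 50% and at least half of replicates individually reaching 50%; inconclusive = only one of the two criteria met; inactive = neither criterion met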;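 note: exported cargo escapes ClpAP degradation while cytoplasmic cargo is degraded and loses fluorescence; 0% = median of neutral control wells and 100% = median of NaSCN control wells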
# CAL PDZ FP-2 = human CAL PDZ-peptide interaction inhibition | purified CAL PDZ, TMR-peptide fluorescence polarization, 1 h | inhibition, % at 20 µM | actives 0.02% (n = 330,000) | AID 504414;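 active = highest replicate inhibition of at least 40%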;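 note: plate controls were DMSO neutral control wells for no effect and unlabeled competitor peptide control wells for full effect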
#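 System: tagged CAL PDZ domain. Schedule: 1 h room-temperature incubation prior to read. Signal: fluorescence polarization (mP). Measure: percent inhibition from loss of millipolarization.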
# Wnt bcat act = activators of Wnt/beta-catenin signaling. Wnt/beta-catenin reporter cell assay, activator, plate reader. activation, % at 9.35 µM. actives 1.2% (n = 300,000); in the data active = activation above about 30%, passing the limit was not always enough; inconclusive = no clear call, values can overlap the other calls;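 note: 0% = neutral control wells and 100% = positive control wells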
# MITF TRPM1 HTS = increases MITF-driven TRPM1 promoter luciferase signal | SK-MEL-5 TRPM1-promoter luciferase, 24 h; % of positive control, neutral wells = 0 | actives 0.75% (n = 300,000) | activation, % at 12.5 µM;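 active = mean activation of at least 80% with every replicate also reaching 80%; inconclusive = mean reaches 80% but some replicate falls short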;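 note: 0% = neutral control wells and 100% = parthenolide positive control wells; values of inactives mirror those of a sister screen read the other way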
# Rtt109 Vps75 = blocks Candida albicans Rtt109/Vps75 acetyltransferase activity; AID 540336; Q5AAJ8; inhibition, % at 34.9 µM; purified Rtt109/Vps75, ThioGlo CoA-SH fluorescence, 4 h; actives 0.16% (n = 330,000);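 active = inhibition of at least 50% in every replicate; inconclusive = best replicate reaches 50% inhibition but some replicates fall short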
# dFosB activator = activators of mouse delta FosB homodimer; purified delta FosB, TAMRA-CDK5 oligo fluorescence polarization; percent of positive-control signal above neutral wells; activation, % at 25 µM; actives 0.99% (n = 340,000); P13346;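 active = mean activation above about 17%, with every replicate also reaching it, limit read from the data, passing the limit was not always enough; inconclusive = only one of the two conditions met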;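 note: fluorescence polarization rise as delta FosB binds a TAMRA Cdk5 AP-1 oligo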
# Target sequence (P13346 whole entry, looked up): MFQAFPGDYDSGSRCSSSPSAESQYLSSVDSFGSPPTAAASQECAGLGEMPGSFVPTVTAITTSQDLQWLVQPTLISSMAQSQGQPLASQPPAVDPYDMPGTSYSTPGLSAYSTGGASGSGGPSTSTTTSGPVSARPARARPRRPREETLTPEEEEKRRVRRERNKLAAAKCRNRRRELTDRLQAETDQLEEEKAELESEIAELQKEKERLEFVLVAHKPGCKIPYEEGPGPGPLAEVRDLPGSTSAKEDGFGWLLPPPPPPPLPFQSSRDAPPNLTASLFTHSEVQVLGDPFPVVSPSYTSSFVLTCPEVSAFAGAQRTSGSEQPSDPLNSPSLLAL
# CDK5 p35 inh = blocks human CDK5/p35 kinase activity | actives 0.01% (n = 330,000) | inhibition, % at 10 µM | Recombinant CDK5/p35, ADP-Glo luminescence, 60 min | AID 488839 | Q00535+Q15078;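 active = highest replicate inhibition of at least 50% and at least 75% of replicates reaching 50%; inconclusive = only one of the two criteria met; inactive = both criteria failed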;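 note: plate controls were DMSO neutral control for no effect and GW8510 at 10 µM for full effect; many of its hits are not listed in these tables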
# Target sequence (Q00535 whole entry, looked up): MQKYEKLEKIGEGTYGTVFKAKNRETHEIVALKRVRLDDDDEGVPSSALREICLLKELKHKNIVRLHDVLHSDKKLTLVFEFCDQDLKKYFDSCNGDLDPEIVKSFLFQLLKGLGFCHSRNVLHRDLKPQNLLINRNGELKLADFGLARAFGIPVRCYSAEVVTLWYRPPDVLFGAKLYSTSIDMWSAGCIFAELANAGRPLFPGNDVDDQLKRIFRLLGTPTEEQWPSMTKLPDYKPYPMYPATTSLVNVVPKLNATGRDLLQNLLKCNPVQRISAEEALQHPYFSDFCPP
# Target sequence (Q15078 whole entry, looked up): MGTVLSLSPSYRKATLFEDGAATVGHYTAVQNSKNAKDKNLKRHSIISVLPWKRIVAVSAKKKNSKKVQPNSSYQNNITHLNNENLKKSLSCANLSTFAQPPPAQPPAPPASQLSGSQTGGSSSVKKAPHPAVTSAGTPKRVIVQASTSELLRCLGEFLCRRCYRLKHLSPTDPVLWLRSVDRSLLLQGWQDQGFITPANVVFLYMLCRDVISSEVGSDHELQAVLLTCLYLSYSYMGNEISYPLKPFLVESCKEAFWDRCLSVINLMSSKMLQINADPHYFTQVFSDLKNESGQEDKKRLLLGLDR
# * marks the source's active call; other numbers are inactive results; ? = inconclusive; nt = not tested or not shown.
SMILES,cardiac RTF act,V-ATPase pHluor,CAL PDZ FP-1,Tat export inh,CAL PDZ FP-2,Wnt bcat act,MITF TRPM1 HTS,Rtt109 Vps75,dFosB activator,CDK5 p35 inh
COc1ccc(/C=N/NC(=O)CNC(=O)c2ccncc2)cc1OC,-3,0,55*,-2,-1.2,-2,10,-7,2,-0.1
COc1ccccc1CN1CN(S(=O)(=O)c2ccccc2)c2nc3ccccc3nc21,-6,2,-6,7,-2.4,16,0,-6,-6,0.4
CCOCCCNC(=O)C(c1ccccc1)N(Cc1cccs1)C(=O)CNC(=O)c1ccccc1 (stereo unspecified),-3,2,-2,1,-0.8,-3,5,4,-4,nt
CCOC(=O)c1ccc(Nc2nc(=O)c3cccnc3s2)cc1,2,3,-3,-7,nt,nt,70,2,-7,0.7
Cc1cc(C)c(S(=O)(=O)C(C)C)c(=O)[nH]1,3,0,-2,2,1.2,-5,-7,-11,-3,-0.5
Cc1ccc(N=N/C(=C\O)C(=O)c2ccc(Cl)cc2)cc1,3,-2,4,-13,0.6,-2,-15,4,-19,-1.6
O=C(COC(=O)C1CCC(=O)N1)Nc1ccc(Cl)cc1Cl (stereo unspecified),-2,-2,3,-10,-0.6,nt,0,5,2,2.3
CSc1ccc(-c2c(C#N)c(N)nc3c2c(C)nn3-c2ccccc2)cc1,11,-1,-1,-6,-3.2,-12,nt,-17,-7,1.5
O=C([O-])c1cc(-c2ccccc2)cc(-c2ccccc2)[n+]1CCc1ccc(Cl)cc1,2,-2,-4,15,0.8,-1,-55,-2,5,-0.7
COc1cc(OC)c(CN2CCc3c([nH]c4ccccc34)C2)cc1Br,11,1,nt,8,-8.4,2,-18,6,-4,0.1
COc1cc(NS(=O)(=O)c2c(C)oc3c(F)c(F)c(F)c(F)c23)cc(OC)c1OC,-3,-2,-7,7,1.1,17,-9,1,3,-0.1
N#CCCN(C(=O)CN1c2cccc3cccc(c23)S1(=O)=O)c1ccccc1,-3,1,-5,-1,0.3,0,-9,-1,2,0.1
O=C(/C=C/c1ccc(O)cc1)c1c(O)cc(O)cc1O,3,1,-2,-2,-0.5,-1,16,-6,-9,-0.3
Cc1ccc(C)c(S(=O)(=O)N2CCCOC2CNC(=O)C(=O)NCc2ccccc2)c1 (stereo unspecified),3,-1,-3,-1,-2.0,-2,-2,4,-8,1.9
COc1ccc(/C=C(/NC(=O)c2ccco2)C(=O)N2CCc3ccccc32)cc1OC,3,3,-4,-3,-0.2,0,-8,9,-8,2.4
N#C/C(=C\c1ccc(F)c(Br)c1)C(=O)NC1CC1,1,3,-5,-1,-3.5,-1,1,0,0,1.3
O=[n+]1c2c(n([O-])c3cc(F)c(N4CCCC4)cc31)CCC2,53*,4,-2,2,1.3,nt,nt,-1,-5,-0.5
C=CCSc1nnc2c(n1)OC=Nc1ccccc1-2,1,-2,0,0,0.3,nt,-16,10,7,-0.1
CN(C)c1cc(N/N=C/c2ccc(Cl)cc2)nc(N(C)C)n1,-2,-1,-1,-12,-1.4,-14,9,nt,-8,-0.8
O=S1(=O)c2ccc(Br)cc2N2CCC[C@H]2CN1Cc1ccccc1,5,3,-7,-7,0.1,-4,-19,4,1,1.3
COc1ccc(OC)c(NC(=O)CCNS(=O)(=O)c2cccs2)c1,5,0,-2,-7,0.2,-1,nt,-10,3,-1.1
O=C(NC(=S)Nc1ccc(N2CCOCC2)cc1)c1ccco1,-7,0,-3,4,0.0,nt,42,-1,1,0.6
S=C(NCc1ccccn1)Nc1cccc(Cl)c1,-6,0,-2,-5,-0.3,nt,-5,2,7,5.0
Cc1ccn2c(C(=O)CSc3ccccc3Cl)c(C)nc2c1,3,-2,-3,-1,0.7,nt,4,8,-13,-2.1
Cc1nn(-c2ccc(F)cc2)c(C)c1/C=C/C(=O)N1CCNC(=O)C1,8,9.3*,-3,4,0.2,0,1,nt,-10,-2.1
CC(=O)Nc1ccc(-n2c(C)nc(=O)c(-c3ccccc3)c2C)cc1,9,0,-2,-1,-1.7,nt,1,-8,2,0.0
CC1(C)CCC[C@]2(C)[C@H]3Cc4cc(O)ccc4O[C@]3(C)CC[C@@H]12,-29,-2,-2,5,-1.1,-10,12,6,8,-1.8
O=C(NNS(=O)(=O)c1ccccc1)c1cccc([N+](=O)[O-])c1,-1,-4,nt,3,0.1,-1,0,-6,3,1.2
CCN1CCCC1CNC(=O)Cn1cnc2ccc(S(=O)(=O)N3CCC(C)CC3)cc2c1=O (stereo unspecified),-3,1,-1,1,-0.3,-1,5,6,-4,-1.1
COc1ccc(C2CC(c3ccccc3)=NN2C(=O)COC(=O)/C=C/c2ccc(O)c(OC)c2)cc1 (stereo unspecified),6,-3,-4,-2,0.3,-4,7,3,-6,0.0
O=C(Nc1cc(Cl)ccc1Cl)c1cc(-c2ccco2)on1,4,3,-3,-4,-1.6,-1,-11,-20,18*,0.9
CN1C(=O)C(=C2CCCCCC2)SC1=S,1,-1,-1,-4,1.0,nt,-3,2,-4,1.1
O=C(COC(=O)/C=C/c1ccc(OC(F)F)cc1)NC1CCCCCCC1,0,-1,-2,5,-1.1,2,-4,-8,-12,-1.0
CC1(C)CC(=O)C2=C(C1)Oc1ncn(CCCO)c(=N)c1C2c1ccccc1 (stereo unspecified),0,8,-3,8,-0.1,-1,1,14,2,7.8
CSC1=N/C(=C\c2cccnc2)C(=O)N1c1ccccc1,0,1,-1,-9,-2.2,8,40,5,-1,-1.2
c1coc(Cn2nnnc2CN2CCN(C3CCCCC3)CC2)c1,10,2,4,-3,-2.4,-1,4,-9,0,-0.4
O=C(Nc1ccccc1Cl)C1CCN(Cc2cnn(-c3ccccc3)c2-n2cccc2)CC1,-1,-2,-7,0,-2.1,nt,6,2,-6,nt
CN(CC(=O)Nc1c(Cl)cccc1Cl)C(=O)C1CCN(C(=O)Nc2ccccc2)CC1,-5,2,-1,5,-0.6,1,-6,-2,-1,-0.1
CCOC(=O)N1C(=O)[C@@](CC)(c2ccccc2)N1C(=O)OCC,-1,4,-1,-9,0.3,-1,-73,-7,-4,2.4
COc1ccc(-c2noc(-c3ccco3)n2)cc1OC,-6,-2,-1,1,-4.5,50*,?,5,-21,-1.1
Cn1nc(C(F)(F)F)cc1C(=O)NC1CCCCCC1,4,-4,nt,0,-2.3,25,-10,4,7,-6.1
COc1ccc2nc(SC)c(C#N)cc2c1,-2,2,-3,0,13,1,15,-3,3,0.3
COCCN1CCc2c(C)nc3c(-c4ccc(OC)c(OC)c4)cnn3c21,0,-6,3,2,1.2,nt,nt,3,-5,-0.2
Cc1sc(NC(=O)CCC(=O)O)c(C#N)c1C,-2,3,-4,-10,0.4,-1,4,nt,0,-1.7
C/C(=N\NC(=O)CC#N)C1COc2ccccc2O1 (stereo unspecified),10,2,-1,0,-0.9,-1,-1,-2,-2,0.7
Cc1cccc(OCC(=O)N/N=C/c2ccccc2C(=O)O)c1,-1,3,0,-3,0.7,-2,-10,-2,6,1.5
Cc1cccc(NC(=S)NCc2ccc(F)cc2)c1C,5,8,nt,-4,-0.1,3,nt,8,-4,1.6
Cc1noc(C)c1C(=O)Nc1nc2ccccc2s1,16,6,-3,1,-0.4,8,75,0,-9,0.6
COc1cccc(CNC(=O)c2ccc(NS(=O)(=O)c3ccc4[nH]c(=O)[nH]c4c3)cc2)c1,-2,4,-4,-3,-1.4,0,nt,2,-10,0.5
COc1ccc(NC(=O)Nc2ccccc2C(N)=O)cc1,-3,-3,-4,-4,-1.2,1,-1,nt,-1,2.6
O=C(Cc1c(Cl)cccc1Cl)OCc1ccccn1,-1,-2,-3,-3,-2.3,-1,?,-10,-1,-1.7
O=C(Cn1nc(Br)nc1Br)c1ccccc1,-1,0,-6,-6,-0.7,2,1,2,7,1.4
COC1CCCCC1NS(=O)(=O)c1ccc(Cl)cc1 (stereo unspecified),-2,0,nt,1,0.1,-1,-12,0,0,-1.7
CC(C)(O)C#Cc1ccc(C(=O)NC(CCCNC(N)=O)C(=O)O)s1 (stereo unspecified),0,-3,1,0,-2.4,-5,10,-8,7,0.3
CCOc1ccc(-c2nn3c(-c4ccccc4)nnc3s2)cc1,-2,-3,-3,-3,nt,nt,13,1,-22,-0.8
O=C1OC(N2CCN(C(=O)c3ccco3)CC2)c2ccccc21 (stereo unspecified),12,3,-5,2,nt,nt,-7,12,-9,0.3
CN(CC12CC3CC(CC(C3)C1)C2)C(=O)c1ccco1,-3,1,0,-2,-0.7,-2,-1,3,-7,-1.4
O=C(NC(=S)Nc1cccc(CO)c1)c1ccc(-c2ccccc2)cc1,3,0,-3,-2,-2.4,11,20,1,-10,-0.6
COc1cccc(C(=O)NNC(=O)CCc2ccccc2)c1,4,4,3,34,-0.8,-1,-1,?,0,-0.2
O=C(COC(=O)Cc1ccsc1)Nc1cccc(F)c1,-4,2,-3,-3,-0.2,5,-4,6,2,1.1

# 3 of the entries above in order of their number in dFosB activator, rising.
mol,dFosB activator
CCOc1ccc(-c2nn3c(-c4ccccc4)nnc3s2)cc1,-22
COc1cccc(C(=O)NNC(=O)CCc2ccccc2)c1,0
O=C(COC(=O)Cc1ccsc1)Nc1cccc(F)c1,2

# Continued.
SMILES,cardiac RTF act,V-ATPase pHluor,CAL PDZ FP-1,Tat export inh,CAL PDZ FP-2,Wnt bcat act,MITF TRPM1 HTS,Rtt109 Vps75,dFosB activator,CDK5 p35 inh
CC(=O)/C(=N\Nc1ccccc1)Sc1nncn1C,4,3,2,-3,-1.9,nt,-2,-6,-4,1.2
COc1ccccc1CN1C[C@@H]2C[C@@H](C3=Cc4cccc(OC)c4OC3)N3CCC[C@@]23C1=O,-4,2,-4,4,-3.7,-3,-12,nt,-7,-0.4
CSc1nc(-c2ccccc2)c2cc(Cl)ccc2n1,-6,-4,-2,0,-0.7,-1,-9,-1,-1,-0.4
CCOC(=O)CC(=O)Nc1ccc(C(=O)OCC)cc1,-2,-3,-3,-6,-0.8,nt,13,-11,-2,-0.3
O=C(Cn1cc(S(=O)(=O)Cc2ccc([N+](=O)[O-])cc2)c2ccccc21)N1CCOCC1,-7,-4,3,-4,-0.2,2,-9,-9,-6,-0.8
COC(C/C=C/C(=O)COCc1ccccc1)OC,-1,5,-2,4,0.0,2,1,1,1,-0.5
NS(=O)(=O)c1ccc(NC(=S)NCc2ccc(F)cc2)cc1,1,0,nt,7,-0.1,-1,4,4,-7,-2.1
CC(C)[C@H](NC(=O)c1ccccc1)C(=O)OCC(=O)c1ccc2c(c1)NC(=O)CO2,4,5,nt,-10,-1.0,nt,-2,1,-9,2.3
O=c1/c(=C\c2cccc(O)c2)sc2nc(-c3ccccc3)c(-c3ccccc3)n12,1,8,0,6,-1.9,-1,8,-4,-1,3.3
COc1ccc(Cc2nc3ccc(C(=O)N4CCCC4)cc3o2)cc1OC,-3,-3,2,0,0.0,-1,-8,-9,-9,-0.7

# Screening results from PubChem.
